Screens from PubChem.
S3 lipid droplet – qHTS Assay for Lipid Storage Modulators in Drosophila S3 Cells; Drosophila S3 cells, BODIPY lipid droplet fluorescence, 18-24 h; cells fed with added oleic acid; lipid storage change, negative = inhibition, % at the top dose, mostly 46.1 µM; hits show Potency in µM; 320,000 tested, 0.64% active; active = well fitted inhibition curve with a large enough effect in the signal ratio, with a control signal flat, not every such curve was filed as active; inconclusive = small, poorly fitted or top-dose-only effect, or effect the other way, or a change in a side signal; the % refers to the signal ratio
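Drosophila S3 cells got compounds at several concentrations plus oleic acid (400 uM solution). Laser-scanning cytometry with 488 nm excitation read lipid droplets at 500-530 nm and cells at 575-640 nm. Percent activity was relative to 20 uM Triacsin C.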
S3 lipid droplet cell count max – further read-out of S3 lipid droplet, marked with its call; cell number change, %; measured here: cell count max response;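 cells counted by Cell Tracker Red CMTPX staining in the red channel; peak over a dose series mostly up to 46.1 µM; percent activity relative to internal control wells on each plate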
Active calls of the source: *; i = inactive; ? = inconclusive; . = no result given; [ ] = dose if it differs, or a comment. % is scaled to controls: 0 for no effect and ±100 for the full control effect; potency is read from the fitted curve at half-maximal effect.

entry | Compound | S3 lipid droplet | S3 lipid droplet cell count max
1 | CC(C)C(NS(=O)(=O)c1cccc2nsnc12)C(=O)NCc1ccco1 (stereo not drawn) | ? | .
2 | CC(C)CCN1CCN(Cc2cccs2)CC1CCO (stereo not drawn) | 6% | 17
3 | Cc1cccc(NC(=S)N2CCN(S(C)(=O)=O)CC2)c1 | ? | .
4 | CCOC(=O)c1ccc(NC(=S)N2CCC(C(N)=O)(N3CCCCC3)CC2)cc1 | ? | .
5 | Cc1ccc(COc2ccc(-c3nnco3)cc2)cc1 | ? | .
6 | CC1=C/C(=N\Nc2ccccc2[N+](=O)[O-])CC(C)(C)C1 | ? | .
7 | O=C(CN1C(=O)c2ccccc2C1=O)Nc1ccc(-c2nc3ccccc3o2)cc1 | i | .
8 | O=C(OC1CCOC1=O)c1ccc(Cl)c(S(=O)(=O)N2CCOCC2)c1 (stereo not drawn) | 19% | -2
9 | CC(=O)Nc1ccc(-c2csc(N/N=C\c3ccncc3)n2)cc1 | ? | .
10 | Cc1noc(C)c1-c1nc(CS(=O)(=O)c2ccc(F)cc2)no1 | -2% | .
11 | Cc1ccc(S(=O)(=O)c2nc(Nc3ccccc3)sc2Cl)cc1 | ? | .
12 | CSc1nc(S(=O)(=O)c2ccc(C)cc2)c(Cl)s1 | ? | .
13 | Cc1noc(C)c1CSCC(=O)OCC(=O)N1CC(=O)Nc2ccccc21 | 0% | 18
14 | C/C(=N\NC(=O)C1(C)CC1(Br)Br)c1ccc(C)cc1C (stereo not drawn) | 1% | -29
15 | CN(C)C=NC(=O)c1cc(C(=O)c2ccc(F)cc2)c[nH]1 | ? | .
16 | COCc1cc(C)nc(OCC(=O)N/N=C/c2ccc(OC)c(OC)c2)c1C#N | ? | .
17 | C=CCn1c(SCc2nc3ccccc3c(=O)[nH]2)nc2ccccc2c1=O | ? | .
18 | CCCCC(CC)CNC(=O)C1CC=CCC1C(=O)O (stereo not drawn) | ? | .
19 | O=C(Nc1cccc(NC(=O)c2cccnc2)c1)c1cccnc1 | ? | .
20 | CCCSc1nc(NCc2ccco2)c2c3c(sc2n1)COC(C)(CC)C3 (stereo not drawn) | -12% | 13
21 | COCCN1Cc2cccc(C(=O)NCCc3ccccc3)c2C1=O | i | 20
22 | Cc1ccc(C(=O)NCCSC(C)(C)C)cc1[N+](=O)[O-] | ? | .
23 | COc1ccc(C(C(=O)Nc2ccc3c(c2)OCO3)N(C)C(=O)Cc2c[nH]c3ccccc23)cc1 (stereo not drawn) | 28% | 3
24 | COc1ccc(-c2cnnn2-c2ccc(NC(=O)c3ccc(S(=O)(=O)N4CCCCC4)cc3)cc2)cc1 | -8% | 16
25 | COCCN(C(=O)COC(=O)c1ccco1)c1c(N)n(Cc2ccccc2)c(=O)[nH]c1=O | ? | .
26 | O=C(c1cc(C(=O)N2CCOCC2)c2nc3ccccc3n2c1)c1ccccc1O | ? | .
27 | CS(=O)(=O)N(CC(=O)NCCSCc1cccc(Cl)c1)c1ccc(F)cc1 | 29% | -4
28 | Cc1ccc(CS(=O)(=O)c2ncc(Cl)c(C(=O)Nc3nnc(C)s3)n2)cc1 | ? | .
29 | COc1cc(C(=O)OCCN2CCOCC2)cc(OC)c1OC | 28% | -1
30 | CC(NC(=O)Nc1ccc(F)cc1)c1ccc2c(c1)OCO2 (stereo not drawn) | 8% | 24

Structural class: the compounds so far with a thiophene ring, fused or not
entry | Compound | S3 lipid droplet | S3 lipid droplet cell count max
2 | CC(C)CCN1CCN(Cc2cccs2)CC1CCO (stereo not drawn) | 6% | 17
20 | CCCSc1nc(NCc2ccco2)c2c3c(sc2n1)COC(C)(CC)C3 (stereo not drawn) | -12% | 13

Later entries
entry | Compound | S3 lipid droplet | S3 lipid droplet cell count max
31 | CCCS(=O)(=O)c1nc(S(=O)(=O)c2ccc(C)cc2)c(NCc2ccc3c(c2)OCO3)s1 | -6% | -10
32 | COc1ccc(S(=O)(=O)NC2CC(=O)N(c3ccc(C)c(C)c3)C2)cc1C (stereo not drawn) | i | .
33 | CCOc1cnc(-c2c(-c3c(Cl)cccc3Cl)noc2C)o1 | 7% | -2
34 | CCCCOc1ccc(C(=O)Oc2ccc(C)nc2)cc1 | ? | .
35 | O=C1NC(c2ccccc2Br)=N/C1=C\c1ccco1 | ? | .
36 | Cc1sc2ncn(C(C)C(=O)OC3CCCCC3)c(=O)c2c1C (stereo not drawn) | ? | .
37 | COC(=O)C1=C(NC(=O)COc2ccc(Cl)cc2Cl)CCS1 | -7% | -25
38 | O=C(OCc1nc2ccccc2[nH]1)C12CC3CC(CC(C3)C1)C2 | ? | .
39 | N/C(=N\OC(=O)c1ccc(Cl)cc1[N+](=O)[O-])c1cccnc1 | ? | .
40 | CC(C)(C)NC(=S)NNC(=O)c1cccc(Br)c1 | ? | .
41 | Cc1ccc2nc(-c3ccccc3)cc(C(=O)N3CC(C)OC(C)C3)c2c1 (stereo not drawn) | i[0.0737 µM] | 26
42 | Cc1cc(NC(=O)C2CCCCC2)ccc1NC(=O)c1ccccc1Cl | ? | .
43 | CCCC1(CCC)NC(=O)NC1=O | ? | .
44 | CSc1nc(NCCCN(C)C)c2c3c(sc2n1)CN(C)CC3 | ? | .
45 | O=C(c1cc(COc2ccc(F)cc2F)on1)N1CCOCC1 | 14% | .
46 | CCOC(=O)Cc1nnc(NC(=O)C2CCCCC2)s1 | -6% | -15
47 | O=c1c(N2CCOCC2)coc2ccccc12 | -13% | -18
48 | O=C(CNS(=O)(=O)c1ccccc1)Nc1ccc(F)cc1F | ? | .
49 | CCOCCCNS(=O)(=O)c1ccc(Br)cc1 | -13% | -7
50 | O=[N+]([O-])c1ccc2c(c1)nc1n2CCN(C2CCCCC2)C1 | ? | .
51 | COc1cc(CN2CCNC(=O)C2CC(=O)N(C)Cc2ncc[nH]2)cc(OC)c1 (stereo not drawn) | -4% | 15
52 | O=C(CNC(=O)C1COc2ccccc2O1)N/N=C/c1ccc([N+](=O)[O-])cc1 (stereo not drawn) | ? | .
53 | CCOC(=O)c1ccc(Oc2nc(NC(C)(C)C)nc(N(C)C)n2)cc1 | ? | .
54 | Cc1cc(C)cc(OCCNS(=O)(=O)c2cccs2)c1 | ? | .
55 | COc1cccc(NC(=O)C2CCN(c3ncccn3)CC2)c1 | i | .
56 | Cc1ccccc1OCc1nc(-c2cccnc2)no1 | -17% | -4
57 | COc1ccc(C(=O)Nc2cccc(S(C)(=O)=O)c2)cc1 | 22%[9.22 µM] | 14
58 | Cc1ccc(C(=O)CCC2CCCC2=O)cc1 (stereo not drawn) | ? | .
59 | O=C1NC(c2cccs2)Nc2ccccc21 (stereo not drawn) | ? | .
60 | O=[N+]([O-])c1cccc(/C=N/Nc2nc(C(Cl)(Cl)Cl)nc3ccccc23)c1 | ? | .

Compound profiles, from the list above.
CCOc1cnc(-c2c(-c3c(Cl)cccc3Cl)noc2C)o1 reads S3 lipid droplet = 7%; S3 lipid droplet cell count max = -2
O=[N+]([O-])c1ccc2c(c1)nc1n2CCN(C2CCCCC2)C1 reads S3 lipid droplet = ?; S3 lipid droplet cell count max = .

More compounds.
entry | Compound | S3 lipid droplet | S3 lipid droplet cell count max
61 | O=C(CSc1nc2ccccc2[nH]1)Nc1nc(-c2cccc(Br)c2)cs1 | ? | .
62 | COc1ccc(/C=N/Nc2nc(C)cc(=O)[nH]2)cc1OC | 5% | -5
63 | CC(=O)c1c(-c2ccccc2)c2cc([N+](=O)[O-])ccc2[nH]c1=O | ? | .
64 | O=C(NCc1ccco1)C1CCCCC1 | ? | .
65 | COc1ccc(-n2nc([N+](=O)[O-])c(=NCc3ccco3)n2O)cc1 | ? | .
66 | O=C(CCNC(=O)OCc1ccccc1)NC1CCCCCC1 | ? | .
67 | Cc1ccc(/C(O)=C2/C(=O)C(=O)N(CCN3CCOCC3)C2c2cccnc2)cc1 (stereo not drawn) | 7% | 5
68 | Cn1c(=O)c2c(ncn2CCc2ccccc2)n(C)c1=O | ? | .
69 | COc1ccc(/C=N/NC(=O)c2nc(-c3ccccc3)cc(-c3ccccc3)n2)cc1O | ? | .
70 | CC(OC(=O)c1ccc(C#N)cc1)C(=O)Nc1ccc(Cl)cn1 (stereo not drawn) | ? | .
71 | COc1ccc(N2CCc3c(C)nc(SC)nc32)cc1 | 11% | -12
72 | CCOc1cc(C#N)ccc1OCC(=O)N1CCN(C(=O)c2cccs2)CC1 | 7% | -5
73 | CCCCCCCC(=O)NC(Nc1ccccc1OC)C(Cl)(Cl)Cl (stereo not drawn) | ? | .
74 | O=C(CSc1nnc(CNC(=O)c2ccccc2)o1)c1ccccc1 | ? | .
75 | CCOC(=O)C(C)Sc1nnc(Cc2cc(=O)[nH]c(=O)[nH]2)n1-c1ccc(OCC)cc1 (stereo not drawn) | ? | .
76 | COc1ccccc1NC(=O)CN(Cc1ccco1)C(=O)c1cc2ccccc2o1 | ? | .
77 | COc1ccc(-c2nnc(SCC(=O)NNC(=O)Cc3ccccc3)n2C)cc1OC | ? | .
78 | COCCCNC(=S)NNC(=O)C(O)(c1ccccc1)c1ccccc1 | -21% | -14
79 | O=C(CSC1=NC(=O)C(Cc2ccccc2)C(=O)N1)NC1CCCCC1 (stereo not drawn) | ? | .
80 | COC(CNC(=O)c1ccc(CS(=O)(=O)c2c(Cl)cccc2Cl)o1)OC | 11% | 4
81 | COc1ccc(Oc2cc(Cl)nc(N)n2)cc1 | ? | .
82 | COc1ccc(-c2nnc(SCc3ccc(C(=O)O)cc3)n2N)cc1 | 9% | 5
83 | CCOc1ccc(OCCn2c(S(=O)(=O)O)nc3c(N)ncnc32)cc1 | ? | .
84 | COC(=O)C1=C(C)NC(=O)NC1c1ccc([N+](=O)[O-])o1 (stereo not drawn) | 0% | 0
85 | CCOC(=O)c1sc(NC(=O)CSc2nnc(-c3ccco3)o2)c(C(=O)OCC)c1C | ? | .
86 | O=C(O)c1ccc(CNCc2ccccc2F)cc1 | 28% | 6
87 | CCOCCCNC(=O)c1ccccc1Br | 11% | 3
88 | COc1ccc(N2C(=O)C(CC(=O)Nc3ccccc3)N(CCc3ccc(OC)c(OC)c3)C2=O)cc1 (stereo not drawn) | 1% | 0
89 | CCOC(=O)CCCNC(=O)CCNC(=O)c1ccc(OCC(C)C)cc1 | ? | .
90 | O=C(NCc1ccc2c(c1)OCO2)C1CCCN1C(=O)Nc1ccccc1 (stereo not drawn) | 24% | -2
91 | Cc1onc(-c2ccccc2)c1NC(=O)Nc1c(-c2ccccc2)noc1C | ? | .
92 | O=C(COc1ccc(Cl)cc1Cl)NC(=O)N1CCOCC1 | 9% | 3
93 | COc1ccc(C(=O)Nc2ccc(CN3CCOCC3)cc2)cc1 | i | .
94 | O=C(CN1C(=O)CSC1=O)N1CCCCC1 | -1% | 1
95 | COc1cc(/C=N/NC(=O)CCC(=O)Nc2ccc(Br)cc2)ccc1O | -7% | -4
96 | O=Cc1ccc(Oc2ccc(F)cc2)nc1 | ? | .
97 | Cc1c(N/C(=N/S(=O)(=O)c2ccccc2)c2ccc(Cl)cc2)c(=O)n(-c2ccccc2)n1C | -6% | 18
98 | c1ccc(-c2nnc3n2-c2ccccc2SC3)cc1 | 6% | 17
99 | COc1ccccc1OCC(=O)Nc1cc(C(F)(F)F)ccc1-n1cncn1 | ? | .
100 | CCNC(=O)C12CCC(C)(c3nc4cc(C)c(C)cc4nc31)C2(C)C (stereo not drawn) | ? | .
101 | COc1cc(-c2nnc(SCC(=O)/C(C#N)=C(\C)N)o2)cc(OC)c1OC | 2% | -16
102 | CC(=O)Nc1ccccc1N(CC(O)Cn1c2ccccc2c2ccccc21)S(=O)(=O)c1ccc(C)cc1 (stereo not drawn) | ? | .
103 | COc1ccc2c(C(F)(F)F)cc(=O)oc2c1C | 9% | -13
104 | O=C(c1ccc2c(c1)C(=O)N(Cc1ccco1)C2O)N1CCOCC1 (stereo not drawn) | ? | .
105 | N#CC1=C(N)Oc2cc3ccccc3cc2C1c1cccnc1 (stereo not drawn) | ? | .
106 | Cc1nc2sc(C(c3cccs3)N3CCN(C(=O)c4ccco4)CC3)c(O)n2n1 (stereo not drawn) | ? | .
107 | C=C(C)Cn1c(SCC(=O)O)nnc1-c1ccc(OC)cc1 | ? | .
108 | Cc1cccc(C)c1Nc1ncnc2ccccc12 | i | .
109 | N#C/C(=C/c1ccc(Sc2nc3ccccc3[nH]2)o1)c1ccccc1F | ? | .
110 | CCN(C1CCCCC1)S(=O)(=O)c1cc(C)ccc1OC | ? | .
111 | C/C(N)=C(/C#N)C(=O)COC(=O)c1ccccc1C(=O)c1ccc(C)cc1 | ? | .
112 | Cc1nc2ccc(NC(=O)c3c(-c4ccccc4)noc3C)cc2s1 | ? | .
113 | CC(=O)C1=C(O)C(=O)N(CCc2c[nH]c3ccccc23)C1c1ccc(C)cc1 (stereo not drawn) | -4% | -16
114 | Cc1c(N/N=C(\C#N)C(=O)c2ccc(Cl)cc2)c(=O)n(-c2ccccc2)n1C | ? | .
115 | CC(C)(C)c1ccc(S(=O)(=O)N(CCCN2CCOCC2)Cc2cccs2)cc1 | 0% | -8
116 | CCCS(=O)(=O)c1ccc(COC(=O)c2cccc(NC(=O)C(C)C)c2)cc1 | ? | .
117 | Cc1cc(C)cc(Nc2nc3ccc(C)cc3n3cnnc23)c1 | ? | .
118 | Cc1ccc2c(c1)OC(c1ccc3c(c1)OCCO3)CC2=O (stereo not drawn) | 13% | -1
119 | CCOC(=O)c1ccccc1NC(=O)CSc1nc2ccccc2n1CC(=O)N1CCCC1 | ? | .
120 | CNC(=S)N/N=C/c1ccc(N(C)C)cc1 | 17% | -4
121 | COc1ccccc1-c1cc(C(=O)NCc2ccc(F)cc2)no1 | ? | .
122 | CC(=O)Nc1ccc2c(c1)CCCN2C(=O)c1ccccc1 | 19% | -4
123 | COC(=O)CNC(=O)C12CC3(C)CC(C)(CC(C)(C3)C1)C2 | -2% | -2

The list is partial; rates above refer to the full screens.
